M18AAP inhibitor – blocks P. falciparum M18 aspartyl aminopeptidase | recombinant PfM18AAP, H-Glu-NHMec fluorogenic cleavage | inhibition, % at 7.35 µM | 290,000 tested, 1.2% active;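 active = inhibition above the campaign mean inhibition over all tested compounds plus 3 SD, cut at about 28% in these data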;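 note: 0% = plate median of test compound wells and 100% = 2 mM ZnCl2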
MEKK2wt PB1 HTS – raises or lowers MEK5 binding to wildtype human MEKK2 PB1 domain; 290,000 tested, 1.1% active; Q9Y2U5; bead flow cytometry, Alexa488-MEK5 binding to MEKK2 WT; actives lie on both sides; AID 1531; binding response (% of control), % at 10 µM; in the data active = binding response below about 67% or above about 130%
NALP1 inh – blocks the NALP1 inflammasome reconstituted in yeast | 280,000 tested, 0.61% active | S. cerevisiae NALP1/ASC/caspase-1 growth, X-gal OD620, 72 h | inhibition, % at 10 µM; in the data active = inhibition mostly above about 24%, no sharp cut-off; inactive = mostly below about 32%; note: some compounds called inactive have numbers as strong as hits
MEKK2mut PB1 HTS – signal of MEK5 binding to mutant human MEKK2 PB1 domain. percent response, % at 10 µM. bead flow cytometry, Alexa488-MEK5 binding to MEKK2 mutant. 290,000 tested, 0.35% active; in the data active = percent response above about 24%, passing the limit was not always enough; note: inactives centre near 1; some results filed as inactive read as strong as hits; reference of the scale not given here
IDE cell inh – inhibits human insulin-degrading enzyme in HEK cells; inhibition, % at 5.59 µM; 320,000 tested, 0.41% active; FAbetaB cleavage, fluorescence polarization; P14735; AID 434962;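 active = percent inhibition above the average of all tested compounds plus 3 SD, set per screening campaign, cut at about 16% in these data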;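 note: IDE supplied by intact live HEK cells; FP after avidin binding of uncleaved biotin substrate so inhibition keeps polarization high; 0% = DMSO wells and 100% = 60 µM reference IDE inhibitor Ii1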
IDE act – boosts human insulin-degrading enzyme activity in HEK cells | P14735 | FAbeta-B cleavage, fluorescence polarization; 0% vehicle, 100% cell-free pure enzyme wells | activation, % at 5.96 µM | 340,000 tested, 0.073% active;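 active = activation above the mean of all tested compounds plus 3 SD, set per screening campaign, cut at about 17% in these data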
UBC9 SUMO inh – blocks human SUMOylation mediated by UBC9. P63279. HTRF SUMOylation assay, SAE1/SAE2 + UBC9, in vitro. inhibition, % at 35 µM. 290,000 tested, 0.36% active. AID 2006; in the data active = inhibition above about 50%, passing the limit was not always enough; note: strong numbers were not always called active
MEKK3 PB1 HTS – MEKK3-MEK5 PB1 interaction, increase or decrease; Q99759; bead-based flow cytometry, Alexa488-MEK5 binding to MEKK3; actives lie on both sides; 0 = blocked by unlabeled MEK5, 100 = vehicle; binding response (% of control), % at 10 µM; 290,000 tested, 1.4% active;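 active = binding response more than 3 SD above or below the average of its plate-row segment, actives on both sides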;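 note: Alexa488 bead fluorescence after subtracting the streptavidin-only scavenger bead signal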
pCIP destab – lowers stability of the mouse p/CIP coactivator protein; AID 1984; F442A p/CIP-EGFP cells, EGFP fluorescence, 16 h; Q05BA5; 290,000 tested, 0.01% active; decrease of EGFP signal, % at 10 µM;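 active = EGFP signal decrease of at least 30% at 10 µM or well 3 SD below plate mean, unless failing retest; inactive = the rest, including hits failing retest or dose response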; note: some compounds called inactive have numbers as strong as hits; many of its hits are not listed in these tables
The depositor's hits bear a star; · = not tested or not shown; [ ] = remark or other dose. The list is partial (hit frequency here may not be typical).

cpd | smiles | MEKK2mut PB1 HTS | MEKK2wt PB1 HTS | IDE cell inh | MEKK3 PB1 HTS | NALP1 inh
1 | C=CCn1c(=NC(=O)C2COc3ccccc3O2)sc2cccc(OC)c21 (stereo unspecified) | -1 | 93 | -2 | 102 | 5
2 | c1coc(-c2nnc(SCc3nc4ccccc4[nH]3)o2)c1 | 2 | 95 | 5 | 90 | -12
3 | COc1cc(CNc2ncnc3c2[nH]c2ccc(C)cc23)cc(OC)c1 | 13 | 122 | 55* | 101 | 11
4 | OCC1CCCC(n2cnc3c(=S)nc[nH]c32)O1 (stereo unspecified) | -3 | 97 | 1 | 101 | -8
5 | COc1cccc(C(c2c(NC(=O)c3ccccc3)sc(C)c2C)N2CCN(C)CC2)c1 (stereo unspecified) | 25 | 118 | 4 | 103 | 31
6 | COc1ccc(-n2c(SCC(=O)Nc3cccc(C(=O)O)c3)nnc2-c2ccco2)cc1 | 1 | 97 | -5 | 101 | 11
7 | Cc1cc(N2CCCC2=O)c(N)cc1N | 4 | 99 | -1 | 102 | -2
8 | Cc1oc2cc(O)ccc2c(=O)c1Oc1ccc(F)cc1 | 6 | 103 | 5 | 103 | -2
9 | O=C(CSCc1cnn(-c2ccccc2)c1-n1cccc1)NCC1CCCO1 (stereo unspecified) | 0 | 100 | 3 | 99 | -15
10 | CC(=O)N1CCN(c2ccc(NS(=O)(=O)c3ccc(C)cc3)cc2)CC1 | 6 | 97 | -4 | 99 | 15

cpd | UBC9 SUMO inh | IDE act | M18AAP inhibitor | pCIP destab
1 | -4 | 3 | -8 | -1
2 | 11 | -6 | 4 | 5
3 | -17 | -41 | -1 | 4
4 | 15 | -6 | 27 | -1
5 | -15 | 1 | -2 | -12
6 | 20 | 5 | -7 | -14
7 | -5 | 7 | -3 | -2
8 | 34 | 4 | -1 | -7
9 | 2 | -4 | 2 | -7
10 | 14 | 2 | -7 | -10

Arranged by the number under M18AAP inhibitor (lowest first): some entries from above.
cpd | smiles | MEKK2mut PB1 HTS | MEKK2wt PB1 HTS | IDE cell inh | MEKK3 PB1 HTS | NALP1 inh
10 | CC(=O)N1CCN(c2ccc(NS(=O)(=O)c3ccc(C)cc3)cc2)CC1 | 6 | 97 | -4 | 99 | 15
5 | COc1cccc(C(c2c(NC(=O)c3ccccc3)sc(C)c2C)N2CCN(C)CC2)c1 (stereo unspecified) | 25 | 118 | 4 | 103 | 31
8 | Cc1oc2cc(O)ccc2c(=O)c1Oc1ccc(F)cc1 | 6 | 103 | 5 | 103 | -2
4 | OCC1CCCC(n2cnc3c(=S)nc[nH]c32)O1 (stereo unspecified) | -3 | 97 | 1 | 101 | -8

cpd | UBC9 SUMO inh | IDE act | M18AAP inhibitor | pCIP destab
10 | 14 | 2 | -7 | -10
5 | -15 | 1 | -2 | -12
8 | 34 | 4 | -1 | -7
4 | 15 | -6 | 27 | -1

Following part:
cpd | smiles | MEKK2mut PB1 HTS | MEKK2wt PB1 HTS | IDE cell inh | MEKK3 PB1 HTS | NALP1 inh
11 | COc1ccc(CNC(=O)CC(C)S(=O)(=O)c2ccc3c(c2)NC(=O)CO3)cc1 (stereo unspecified) | 5 | 100 | 2 | 105 | -6
12 | Cc1cc(C)nc(N(C#N)Cc2ccc(Cl)cc2)n1 | -8 | 101 | 2 | 99 | 4
13 | O[C@@H]1COC(Nc2ccc(N=Nc3ccccc3)cc2)C[C@@H]1O (stereo partly specified) | -4 | 91 | 5 | 92 | ·
14 | CSCCC1NC2(C(=O)Nc3c(C)cc(Cl)cc32)[C@@H]2C(=O)N(C3CCCC3)C(=O)[C@H]12 (stereo partly specified) | -3 | 95 | 8 | 102 | 3
15 | CC1=C(C(=O)NCc2ccc(Cl)cc2)C2(CCC(C)CC2)OC1=O (stereo unspecified) | -1 | 98 | 1 | 108 | ·
16 | Cc1ccccc1C(=O)Nc1nnc(SC(C)C)s1 | -11 | 97 | 0 | 88 | -15
17 | CCOC(=O)C1CCN(C(=O)CN(C)S(=O)(=O)c2cc(C)ccc2OC)CC1 | 7 | 110 | 3 | 110 | 7
18 | O=C(NC1CCCCCC1)C1CCN(S(=O)(=O)c2cccc3cccnc23)CC1 | 1 | 104 | 4 | 98 | 2
19 | O=C(N/N=C/c1cccnc1)c1ccco1 | -1 | 102 | -2 | 101 | 17
20 | CCOC(=O)c1ccc(-c2ccc3c(=O)c4ccccc4n(C)c3c2)cc1F | -2 | 97 | 11 | 103 | -5

cpd | UBC9 SUMO inh | IDE act | M18AAP inhibitor | pCIP destab
11 | 9 | 1 | 0 | 5
12 | -7 | 7 | 6 | -14
13 | -2 | · | 6 | -2
14 | -7 | 2 | -5 | -14
15 | -2 | 6 | 1 | -7
16 | -14 | -1 | 0 | -7
17 | 16 | 5 | -3 | 3
18 | 0 | 2 | 2 | -15
19 | 11 | 1 | -3 | -6
20 | 10 | 2 | 15 | -7

(list continues)
cpd | smiles | MEKK2mut PB1 HTS | MEKK2wt PB1 HTS | IDE cell inh | MEKK3 PB1 HTS | NALP1 inh
21 | O=C(CCC(=O)N1CCOCC1)Nc1ccc(Cl)c(Cl)c1 | 7 | 104 | 0 | 102 | 5
22 | CCOc1ccc2[nH]c(=O)c(CN(CCO)Cc3nnnn3CCc3ccccc3)cc2c1 | 2 | 98 | 4 | 97 | 7
23 | CC(C)Oc1ccc(/C=C/C(=O)NCC2COc3ccccc3O2)cc1 (stereo unspecified) | -13 | 92 | 2 | 89 | 4
24 | CCCC(=O)n1nc(-c2ccc(Cl)cc2)nc1SC | · | · | 7 | · | -6
25 | CN(CC1CCN(CCc2cccc(C(F)(F)F)c2)CC1)C(=O)c1ccc(F)cc1F | 9 | 118 | 6 | 108 | -16
26 | COc1ccccc1NC(=O)CSc1nnc(C)n1CCc1ccccc1 | 5 | 111 | 2 | 106 | 11
27 | O=[N+]([O-])/C=C/c1c(OCc2ccccc2)ccc2ccccc12 | -2 | 87 | 6 | 91 | 1
28 | CCOc1ccc(CCNC(=O)c2sc3nc4n(c(=O)c3c2C)CCC4)cc1 | -1 | 101 | -1 | 99 | 22
29 | O=C(O)C(C(=O)O)=C1C2CC3CC(C2)CC1C3 | 13 | 102 | -5 | 107 | ·
30 | CCC1=Nc2cc(C(=O)NCC3CCCO3)ccc2Sc2ccc(Br)cc21 (stereo unspecified) | -1 | 103 | -1 | 102 | 2

cpd | UBC9 SUMO inh | IDE act | M18AAP inhibitor | pCIP destab
21 | 13 | -1 | -8 | -2
22 | 3 | 1 | 14 | 6
23 | -3 | -6 | -1 | -6
24 | 0 | 4 | -11 | -5
25 | 10 | 1 | -2 | -4
26 | -11 | -2 | 3 | 2
27 | 6 | -7 | 13 | -1
28 | 12 | -8 | -7 | -14
29 | -1 | 6 | 0 | 1
30 | 5 | 5 | -2 | 9

(more compounds)
cpd | smiles | MEKK2mut PB1 HTS | MEKK2wt PB1 HTS | IDE cell inh | MEKK3 PB1 HTS | NALP1 inh
31 | Cc1ccc(S(=O)(=O)N(C)c2ccc3ccccc3c2)cc1 | -9 | 90 | 0 | 105 | 10
32 | O=C(NCCCn1ccnc1)c1ccc(N2CCCCC2)c([N+](=O)[O-])c1 | 3 | 106 | -4 | 102 | -18
33 | COc1ccc(/C=C/C(=O)O)cc1S(=O)(=O)NCC1CCCO1 (stereo unspecified) | 7 | 106 | 6 | 104 | 30
34 | COC(=O)c1c(NC(=O)C(=O)N2CCOCC2)sc2c1CCCC2 | 3 | 104 | -2 | 105 | 11
35 | Cc1ccc(CN2C(=O)CCC2C(=O)N2CCN(c3ccccc3)CC2)cc1 (stereo unspecified) | -46 | 6.0*[inhibitor] | -1 | 4.0*[inhibitor] | 19
36 | CC(C)NC(=S)N(CCc1ccncc1)C(C)C | 0 | 100 | -1 | 102 | -7
37 | CC1=C(C)/C(=N\OS(=O)(=O)c2ccccc2)C=CC1=O | 2 | 108 | 4 | 106 | 7
38 | Cc1cccc2cc(CN(CC3CCCO3)C(=O)c3ccco3)c(=O)[nH]c12 (stereo unspecified) | 6 | 110 | -2 | 102 | 4
39 | COc1cc(/C=N/Nc2ccc(C(=O)O)cc2)cc(OC)c1OC | 6 | 106 | 1 | 107 | -30
40 | Cc1cc(C(=O)OCC(=O)NCCC(C)C)c2ccccc2n1 | 5 | 109 | 1 | 106 | 12

cpd | UBC9 SUMO inh | IDE act | M18AAP inhibitor | pCIP destab
31 | -23 | 1 | -2 | 7
32 | 17 | 2 | 2 | -7
33 | 25 | 6 | -4 | -10
34 | 14 | 6 | 3 | -5
35 | -23 | 1 | 0 | -6
36 | 2 | 1 | 4 | -3
37 | 13 | -1 | -1 | 1
38 | 1 | -5 | 1 | -1
39 | -2 | -5 | 4 | 6
40 | -13 | 3 | -6 | 4

Given screen by screen: entries from further up
3: COc1cc(CNc2ncnc3c2[nH]c2ccc(C)cc23)cc(OC)c1
4: OCC1CCCC(n2cnc3c(=S)nc[nH]c32)O1 (stereo unspecified)

| screen / no. | 3 | 4 |
| --- | --- | --- |
| MEKK2mut PB1 HTS | 13 | -3 |
| MEKK2wt PB1 HTS | 122 | 97 |
| IDE cell inh | 55* | 1 |
| MEKK3 PB1 HTS | 101 | 101 |
| NALP1 inh | 11 | -8 |
| UBC9 SUMO inh | -17 | 15 |
| IDE act | -41 | -6 |
| M18AAP inhibitor | -1 | 27 |
| pCIP destab | 4 | -1 |

The results go on:
cpd | smiles | MEKK2mut PB1 HTS | MEKK2wt PB1 HTS | IDE cell inh | MEKK3 PB1 HTS | NALP1 inh
41 | CSCCC1C(C#N)=C(N)Oc2n[nH]c(-c3cccs3)c21 (stereo unspecified) | 1 | 102 | 2 | 97 | -1
42 | CCn1c(O)c(C=NCCN2CCOCC2)sc1=S | 0 | 101 | 7 | 104 | 2
43 | Cc1ccc(NS(=O)(=O)c2cccc(C(=O)NCC(c3ccco3)N3CCCCC3)c2)cc1 (stereo unspecified) | 6 | 112 | -3 | 103 | 20
44 | Cc1nc2c(-c3ccc(F)cc3)c(C)[nH]n2c(=O)c1Cl | 5 | 103 | 3 | 105 | -15
45 | CCCN1CCN(CCCNC(=O)c2ccc(CS(=O)c3ccc(OC)cc3)o2)CC1 (stereo unspecified) | 7 | 107 | 5 | 102 | 8
46 | CC(C)(C)OC(=O)Nc1ncnc2c1ncn2C1OC(CO)C2OC(C)(C)OC21 (stereo unspecified) | -4 | 96 | -1 | 97 | ·
47 | COCCN1C(=O)N[C@@H](c2ccccc2)C(C(=O)OC)=C1C | 6 | 87 | 7 | 82 | 26
48 | Cc1cc(Cl)c2oc(C(=O)NCCN3CCCCC3CO)c(C)c2c1 (stereo unspecified) | 9 | 109 | 0 | 102 | 11
49 | COc1ccc(CN(C(=O)c2oc3ccccc3c2C)C2CCS(=O)(=O)C2)cc1OC (stereo unspecified) | -4 | 96 | 5 | 98 | -12
50 | COc1ccc(CCNC(=O)C2CC(c3ccc([N+](=O)[O-])cc3)=NO2)cc1 (stereo unspecified) | -4 | 93 | 1 | 100 | -25
51 | COc1cccc(C2=CC(c3ccc(C)cc3)n3ncnc3N2)c1 (stereo unspecified) | 5 | 110 | 1 | 112 | -7

cpd | UBC9 SUMO inh | IDE act | M18AAP inhibitor | pCIP destab
41 | -9 | 2 | 4 | 2
42 | 8 | 2 | -3 | -4
43 | 4 | 2 | -11 | -1
44 | 11 | 5 | 7 | -1
45 | 3 | 5 | 2 | -12
46 | -10 | -4 | 3 | 1
47 | 1 | 4 | -5 | 0
48 | 9 | 5 | 6 | -4
49 | 11 | 6 | 4 | -6
50 | -26 | 4 | -2 | -6
51 | 27 | · | 18 | 8

Screens (PubChem BioAssay)
